# Assay outcomes deposited in PubChem BioAssay by several laboratories.
# HRas wt GTP bind = changes GTP binding to wildtype human HRas; GTP binding activity, % at 10 µM; AID 759; GST-Ras wt beads, Bodipy-FL-GTP binding, flow cytometry; actives lie on both sides; P01112; 190,000 tested, 0.14% active;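 active means GTP binding activity at least 20% away from the 100% baseline, either lowered as inhibitor or raised as activator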;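 further: 0% = unlabeled GTP competition control and 100% = no-compound control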
# Target sequence (P01112 whole entry, looked up): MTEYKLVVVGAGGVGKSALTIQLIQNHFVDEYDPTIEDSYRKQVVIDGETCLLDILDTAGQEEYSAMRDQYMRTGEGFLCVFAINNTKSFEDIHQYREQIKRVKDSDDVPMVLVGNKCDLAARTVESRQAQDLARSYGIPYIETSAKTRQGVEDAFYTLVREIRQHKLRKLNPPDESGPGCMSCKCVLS
# RGS8-Gao reg = human RGS8-Galphao interaction regulation | P09471 | multiplexed bead flow cytometry, RGS8-Galphao binding; actives lie on both sides | response (percent of control binding), % at 10 µM | 220,000 tested, 0.34% active; in the data active means response below about 60% or above about 140%; inactive means in between;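 further: Galphao activated as the GDP aluminium fluoride complex binding bead-coupled RGS8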
# Mcl1-Noxa inh = Mcl-1/Noxa interaction inhibition; Q07820; TR-FRET Mcl-1/Noxa peptide binding, 2 h; inhibition, % at 21.7 µM; 220,000 tested, 1.5% active;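 active means compounds that cut the protein-peptide binding signal by more than 50% relative to plate controls in a single-dose test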;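 further: His-tagged Mcl-1 with rhodamine Noxa BH3 peptide and terbium anti-His antibody; 0% = Mcl-1 plus Noxa peptide wells and 100% = peptide-only wells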
# Target sequence (Q07820 whole entry, looked up): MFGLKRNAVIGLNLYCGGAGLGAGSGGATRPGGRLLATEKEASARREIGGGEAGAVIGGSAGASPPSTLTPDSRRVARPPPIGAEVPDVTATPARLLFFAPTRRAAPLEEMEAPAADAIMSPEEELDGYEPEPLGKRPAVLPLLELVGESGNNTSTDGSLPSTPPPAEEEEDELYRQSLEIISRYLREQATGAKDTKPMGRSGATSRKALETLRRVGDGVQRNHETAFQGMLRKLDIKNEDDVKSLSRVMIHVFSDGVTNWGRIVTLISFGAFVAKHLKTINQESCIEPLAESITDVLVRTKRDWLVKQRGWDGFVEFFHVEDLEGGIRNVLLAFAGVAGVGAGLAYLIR
# Rac1 wt modul = alters GTP binding to wildtype human Rac1. 190,000 tested, 0.27% active. AID 757. GST-Rac1 beads, fluorescent GTP binding, flow cytometry; actives lie on both sides; 0 = cold GTP competed, 100 = untreated. GTP binding activity (% of control), % at 10 µM;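 active means GTP binding activity at least 20 points away from the 100% control level, either lower or higher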
# Rab7 wt GTP bind = alters GTP binding to wildtype dog Rab7. GST-Rab7 beads, fluorescent GTP binding, flow cytometry; actives lie on both sides; untreated = 100%, excess cold GTP = 0%. 190,000 tested, 0.055% active. GTP binding activity (percent of control), % at 10 µM;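 active means fluorescent GTP binding to Rab7 beads changed by at least 20 points from the 100% baseline, either direction, mostly lower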;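 further: median green fluorescence of bound Bodipy-FL-GTP per Rab7 bead population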
# Bim-Mcl-1 = human Bim-Mcl-1 interaction inhibition. Bead-based flow cytometry, Bim peptide-Mcl-1 binding. inhibition, % at 10 µM. 190,000 tested, 0.1% active. Q07820; in the data active means inhibition above about 40%;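 further: 0% = no compound tracer wells and 100% = peptide blocker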
# Rac1 mut GTP = modulators of GTP binding to human Rac1 activated mutant; P63000; GST-Rac1 activated beads, fluorescent GTP binding, flow cytometry; actives lie on both sides; 100% means binding = to untreated wells; percent activity (GTP binding), % at 10 µM; 190,000 tested, 0.11% active;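 active means GTP binding at least 20 percentage points away from the 100% baseline, in either direction, so actives lie on both sides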
# Cdc42 wt = modulators (inhibitors or activators) of GTP binding to human Cdc42 wildtype; P60953; percent activity (GTP binding), % at 10 µM; 190,000 tested, 0.2% active; GST-Cdc42 beads, Bodipy-GTP binding, flow cytometry; actives lie on both sides;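 active means percent activity GTP binding at least 20 points away from the 100% baseline, either down as inhibitor or up as activator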;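 further: median bead fluorescence of bound Bodipy-FL-GTP at 100 nM; 0% = excess unlabeled GTP control and 100% = no compound control; below 100% means less GTP binding so inhibitor and above means activator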
# Target sequence (P60953 whole entry, looked up): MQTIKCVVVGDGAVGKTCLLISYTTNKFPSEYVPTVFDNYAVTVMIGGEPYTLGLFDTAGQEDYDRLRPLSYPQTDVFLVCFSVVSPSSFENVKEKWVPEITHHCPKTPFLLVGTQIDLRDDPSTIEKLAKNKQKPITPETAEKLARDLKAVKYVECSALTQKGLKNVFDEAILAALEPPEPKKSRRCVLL
# Pf gametocyte = kills late stage P. falciparum gametocytes; P. falciparum stage V gametocytes, ATP luminescence, 24 h; inhibition, % at 10.9 µM; AID 743093; 150,000 tested, 0.065% active;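 active means inhibition above the mean plus 3 SD of compounds within the control limits, set per campaign, cut at about 38% in these data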;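 further: 0% = DMSO wells and 100% = medium only without gametocytes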
# Rab2A wt mod = changes GTP binding to wildtype dog Rab2A, up or down; P61105; GST-Rab2 wt beads, Bodipy-GTP binding, flow cytometry; GTP binding activity, % at 10 µM; 190,000 tested, 0.19% active;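 active means GTP binding activity at least 20 points away from 100%, either lowered or raised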;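 further: 0% = beads with excess unlabeled GTP and 100% = no-compound control corrected for plate trend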
# Mcl1 Bid PPI = disrupts binding of human Mcl-1 to Bid peptide; TR-FRET Mcl-1/Bid-Dy647 peptide binding, 1536-well; inhibition, % at 21.7 µM; Q07820; AID 1021; 220,000 tested, 0.97% active;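 active means compounds that cut the binding signal by more than half at the single screening dose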;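 further: His-tagged Mcl-1 with europium anti-His antibody binding Bid BH3 peptide; 0% = Mcl-1 plus peptide wells and 100% = peptide-only wells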
# Numbers without * were called inactive; · = not tested or not shown; & = joins results of further samples.
SMILES,HRas wt GTP bind,RGS8-Gao reg,Mcl1-Noxa inh,Rac1 wt modul,Rab7 wt GTP bind,Bim-Mcl-1,Rac1 mut GTP,Cdc42 wt,Pf gametocyte,Rab2A wt mod,Mcl1 Bid PPI
CCCN(CC#CCO)CCC,101,93,-12,103,98,0,100,100,12,103,-1
Cc1c2ccncc2c(C)c2c1[nH]c1ccccc12,93,92,-5,98,94,4,101,98,·,95,1
CN1CCN(C(=O)COc2ccc(C(C)(C)C)cc2Br)CC1,98,103,-2,98,99,-1,97,101,·,99,1
O=C(C1CCC(=O)N1Cc1ccccc1Cl)N1CCC2(CC1)OCCO2 (stereo not drawn),105,95,3,105,102,-1,100,105,·,103,-27
Cc1c(/C=N/O)c2ccccc2n1C,94,104,-2,98,93,-1,90,96,·,95,-26
O=c1c2ccccc2[nH]c(=S)n1-c1ccc2c(c1)OCO2,102,103,4,103,94,0,100,102,7,104,-76
O=Cc1cn(CCCOc2ccccc2)c2ccccc12,101,102,7,104,104,6,98,103,3,96,1
CC12CCC3C(CC=C4CC(O)CCC43C)C1C/C(=C\c1ccccc1F)C2=O (stereo not drawn),101,103,7,103,99,-4,99,102,6,104,-12
COc1cccc([C@@]2(O)CCCC[C@@H]2CN(C)C)c1,·,104&103,23&6,·,·,0,·,·,-10,·,3&-8
O=c1cccc2n1CC1CC2CN(Cc2cccc(Cl)c2Cl)C1 (stereo not drawn),103,100,23,109,103,0,100,106,0,102,13
CN1CCN(c2ccc(S(C)(=O)=O)cc2[N+](=O)[O-])CC1,102,99,8,107,101,-3,102,104,20,99,-34
CCC(=NCc1ccc2c(c1)OCO2)c1c(O)n(C2CCCCC2)c(=O)[nH]c1=O,100,95,-11,100,101,-4,98,100,-14,100,10
O=C(NC(c1ccc(Cl)cc1)P(=O)(Oc1ccccc1)Oc1ccccc1)OCc1ccccc1 (stereo not drawn),102,94,-4,101,100,-27,99,101,22,101,-5
COc1ccccc1OCC#CCN1CCCC(C)C1 (stereo not drawn),101,102,11,100,108,-2,96,100,-2,102,27
O=C(c1ccc(Cl)cc1)C1CCCN(C2CCSCC2)C1 (stereo not drawn),98,102,16,101,99,-4,97,101,·,99,-1
CN(C)c1cccc2c(C#N)ccc(N(C)C)c12,93,99,7,90,90,0,93,93,-6,94,-46
CCC(C)NC(=O)c1c(N)n(CCCOC)c2nc3ccccc3nc12 (stereo not drawn),99,101,14,99,99,0,98,99,8,99,-1
Cc1cc(N2C(=O)C3CCCN3C2c2cccc(Cl)c2)no1 (stereo not drawn),99,99,12,109,99,-8,97,103,-5,98,-2
CN(C)CCN=Cc1c(O)n(-c2cccc(C(F)(F)F)c2)c(=O)[nH]c1=O,104,98,6,112,103,-1,101,107,23,101,-47
CP(=O)(O)CCCN,100,101,13,104,102,-2,99,102,·,100,-8
O=P(Nc1c(Cl)cccc1Cl)(c1ccccc1)c1nc2c(s1)CCCC2 (stereo not drawn),101,100,-2,102,100,-1,99,101,·,101,-16
Cc1cccc(N2C(=O)NC(=O)/C(=C/c3ccc([N+](=O)[O-])o3)C2=O)c1,93,97,72*,97,94,-2,94,93,·,94,28
O=C(Cc1ccccc1)Oc1ccc(N2C(=O)CCC2=O)cc1,103,95,14,106,100,0,100,105,·,100,-17
CN(C)c1ccc([P+](=O)c2ccc(N(C)C)cc2)cc1,94,108,-7,95,100,1,95,96,1,95,-27
CC(=O)c1ccc(OC(C)C)c(Cc2c(O)[nH]c(=S)[nH]c2=O)c1,93,98,27,93,102,0,93,89,2,95,-7

# One compound at a time, from the list above. Screens in order: HRas wt GTP bind	RGS8-Gao reg	Mcl1-Noxa inh	Rac1 wt modul	Rab7 wt GTP bind	Bim-Mcl-1	Rac1 mut GTP	Cdc42 wt	Pf gametocyte	Rab2A wt mod	Mcl1 Bid PPI
# Record of CN1CCN(c2ccc(S(C)(=O)=O)cc2[N+](=O)[O-])CC1 : 102	99	8	107	101	-3	102	104	20	99	-34
# Record of CC(=O)c1ccc(OC(C)C)c(Cc2c(O)[nH]c(=S)[nH]c2=O)c1 : 93	98	27	93	102	0	93	89	2	95	-7

# Next section.
SMILES,HRas wt GTP bind,RGS8-Gao reg,Mcl1-Noxa inh,Rac1 wt modul,Rab7 wt GTP bind,Bim-Mcl-1,Rac1 mut GTP,Cdc42 wt,Pf gametocyte,Rab2A wt mod,Mcl1 Bid PPI
CCCCn1c(O)c(C(C)=Nc2ccc(C(=O)O)cc2)c(=O)[nH]c1=O,99,100,6,102,94,0,101,102,·,99,-13
CSc1ncc(/C=C2/C(=O)NC(=O)N(c3ccc(C)cc3)C2=O)cn1,98,93,19,96,101,-2,96,94,-10,101,-51
CCN(CC)c1nc2c(C)cccn2c(=O)c1C=C1C(=O)NC(=O)NC1=O,96,101,5,96,104,-1,94,103,·,100,-34
CCCCc1nc(N2CCNCC2)c(C#N)c2c1CSC(C)(C)C2,100,101,23,99,99,-5,98,102,2,99,-5
Cc1c(C(=O)C(=O)N2CCC3(CC2)OCCO3)c2ccccc2n1C,96,102,5,98,95,1,91,98,1,99,-10
Cc1cc(C)cc(-n2c(O)c(C=Nc3ccc(N4CCOCC4)cc3)c(=O)[nH]c2=S)c1,99,99,-8,102,98,-5,100,100,2,97,-88
CCC(=NCCN1CCCCC1)c1c(O)n(C)c(=O)n(C)c1=O,101,103,-6,105,102,0,101,102,·,103,-43
CC(N=Cc1c(O)[nH]c(=O)[nH]c1=O)c1ccccc1 (stereo not drawn),105,102,-2,104,106,0,102,104,-21,104,-12
CCOC(=O)C1C(=O)N(C)C2(C)CC1c1cc(OC)ccc1O2 (stereo not drawn),97,101,-7,101,97,0,100,99,·,100,-27
Fc1ccc(CCNCc2ccc(Br)cc2)cc1,95,100,22,96,98,·,97,98,·,95,-12
O=C(CN1CCN(c2ccccc2F)CC1)Nc1cccnc1Cl,97,101,-2,99,104,1,95,97,12,99,-9
CC(=O)NC(Cc1ccc(N(CCCl)CCCl)cc1)C(=O)NC(CC(C)C)C(=O)O (stereo not drawn),97,100,10,98,98,-1,96,96,-1,98,-54
CCCCCCn1c(O)c(C=NCCN2CCCCC2)c(=O)[nH]c1=O,102,103,7,101,98,0,100,102,·,100,-15
Cc1ccsc1C(=O)C1CCCN(Cc2sc(N(C)C)nc2Cl)C1 (stereo not drawn),102,121,10,106,98,1,102,106,15,101,-3
O=C(C[N+]12CCC(CC1)C(CO)C2)c1ccc([N+](=O)[O-])cc1 (stereo not drawn),99,98,-26,99,104,0,97,102,16,100,0
OC(Cn1c2ccccc2c2ccccc21)C[n+]1ccccc1 (stereo not drawn),102,98,12,99,96,-2,101,101,-34,98,-13
CC(C)CN1CCN(Cc2cccc3c2OCO3)CC1CCO (stereo not drawn),100,99,7,104,102,0,98,101,12,100,-39
O=C(C1CCCO1)N1CCC2(CC1)OCCO2 (stereo not drawn),101,100,14,105,100,-5,100,101,12,102,5
OCC#CC[N+]1(CC#Cc2ccccc2)CCCC1,99,98,1,99,96,1,95,97,-13,98,-16
CN1CC=C2C(C#N)=C(N)C(C#N)(C#N)C(c3ccncc3)C2C1 (stereo not drawn),104,95,·,104,104,8,101,103,·,102,·
Cc1nn(CC(C)C)c(Cl)c1C(=O)O,101,102,22,98,107,-1,97,101,3,100,-16
C=CCNC(=S)/N=C/c1c(O)[nH]c(=O)[nH]c1=O,95,100,24,93,94,-1,92,100,-17,95,-22
CCOC(=O)c1ccc2c(c1)n(Cc1ccccc1)c(C)[n+]2CC,101,100,13,106,103,33,100,100,-3,100,-28
O=C(c1cc(C(=O)NCc2ccccc2)c(=O)n(Cc2ccccc2)c1)c1cc(Cl)ccc1O,99,100,-24,104,101,0,100,97,·,97,-19
Cn1cc(C(=O)c2ccccc2)c2ccccc21,100,101,-1,104,103,-4,99,102,·,100,3
CCC1(CCCC(=O)c2ccc(F)cc2)C(=O)NC(=S)NC1=O,100,106,7,101,100,-4,98,99,·,99,-47
CCNc1cc(N2CCN(C)CC2)ccc1[N+](=O)[O-],92,98,14,99,94,-2,94,100,-18,92,-27

# Gathered by group: the entries above containing sulfur (eleven)
SMILES,HRas wt GTP bind,RGS8-Gao reg,Mcl1-Noxa inh,Rac1 wt modul,Rab7 wt GTP bind,Bim-Mcl-1,Rac1 mut GTP,Cdc42 wt,Pf gametocyte,Rab2A wt mod,Mcl1 Bid PPI
O=c1c2ccccc2[nH]c(=S)n1-c1ccc2c(c1)OCO2,102,103,4,103,94,0,100,102,7,104,-76
CN1CCN(c2ccc(S(C)(=O)=O)cc2[N+](=O)[O-])CC1,102,99,8,107,101,-3,102,104,20,99,-34
O=C(c1ccc(Cl)cc1)C1CCCN(C2CCSCC2)C1 (stereo not drawn),98,102,16,101,99,-4,97,101,·,99,-1
O=P(Nc1c(Cl)cccc1Cl)(c1ccccc1)c1nc2c(s1)CCCC2 (stereo not drawn),101,100,-2,102,100,-1,99,101,·,101,-16
CC(=O)c1ccc(OC(C)C)c(Cc2c(O)[nH]c(=S)[nH]c2=O)c1,93,98,27,93,102,0,93,89,2,95,-7
CSc1ncc(/C=C2/C(=O)NC(=O)N(c3ccc(C)cc3)C2=O)cn1,98,93,19,96,101,-2,96,94,-10,101,-51
CCCCc1nc(N2CCNCC2)c(C#N)c2c1CSC(C)(C)C2,100,101,23,99,99,-5,98,102,2,99,-5
Cc1cc(C)cc(-n2c(O)c(C=Nc3ccc(N4CCOCC4)cc3)c(=O)[nH]c2=S)c1,99,99,-8,102,98,-5,100,100,2,97,-88
Cc1ccsc1C(=O)C1CCCN(Cc2sc(N(C)C)nc2Cl)C1 (stereo not drawn),102,121,10,106,98,1,102,106,15,101,-3
C=CCNC(=S)/N=C/c1c(O)[nH]c(=O)[nH]c1=O,95,100,24,93,94,-1,92,100,-17,95,-22
CCC1(CCCC(=O)c2ccc(F)cc2)C(=O)NC(=S)NC1=O,100,106,7,101,100,-4,98,99,·,99,-47

# Some of the compounds tested; rates above refer to the full screens.
